From PubChem
RMI FANCM FP = disruptors of RMI1/RMI2 association with MM2 peptide – biochemical, fluorescence polarization, human, primary screen; RMI core complex (RMI1/RMI2) binding to FANCM MM2 peptide, human; RMI core complex with F-MM2 peptide; active compounds read low; AID 1159607, 2016; FP signal (polarization) at 33 µM; 70,000 tested, 0.58% active; in the data active means FP signal below about 40; further: inactives centre near 61; strong numbers were not always called active; unit not given here
Active calls of the source: *. Some of the compounds tested; rates above refer to the full screens.

The first 4 records as a preview:
SMILES | RMI FANCM FP
Cc1cc(NC(=O)Nc2cnccc2C(F)(F)F)no1 | 55
CC(NC(=O)CC(NCc1ccccc1)C(=O)O)c1ccccc1 (centres undefined) | 63
CNC(=O)Cc1csc2ccc(Cl)cc12 | 57
O=C(NCc1cc2ccccc2s1)c1ccccc1N1CCOCC1 | 60

The whole of this part, repeating the preview:
SMILES | RMI FANCM FP
Cc1cc(NC(=O)Nc2cnccc2C(F)(F)F)no1 | 55
CC(NC(=O)CC(NCc1ccccc1)C(=O)O)c1ccccc1 (centres undefined) | 63
CNC(=O)Cc1csc2ccc(Cl)cc12 | 57
O=C(NCc1cc2ccccc2s1)c1ccccc1N1CCOCC1 | 60
COc1ccc(/C=N\Nc2ncnc3cc(C(C)(C)C)sc23)cc1 | 54
COc1cc(C/C=C/c2ccccc2)c(OC)cc1O | 50
O=C(CC1CCCCN1S(=O)(=O)c1ccc(F)cc1)NCc1ccccc1Cl (centres undefined) | 71
CC1CC(=O)N(CC(=O)Nc2cccc(F)c2)c2ccccc2S1 (centres undefined) | 62
CC(=O)/C(C)=N\NC(=O)Cc1cccs1 | 54
Cc1cc(NC(=O)CC(CC(=O)O)c2ccccc2)n(C)n1 (centres undefined) | 55
O=C(O)CCc1csc(NC(=O)c2ccc(F)cc2)n1 | 71
O=C(Cn1nc(-c2ccco2)c2sc(N3CCCCC3)nc2c1=O)NCc1ccccc1Cl | 87
COc1cccc2sc(NC(=O)C3CCN(S(C)(=O)=O)CC3)nc12 | 65
CC(=O)OC(Cc1ccccc1)NC(=O)CCCC(=O)NC(Cc1ccccc1)OC(C)=O (centres undefined) | 56
CN(C)C(CNC(=O)C(=O)Nc1ccc([N+](=O)[O-])cc1)c1ccco1 (centres undefined) | 52
O=S(=O)(NCc1nc2ccccc2[nH]1)c1ccccc1 | 52
Cc1csc(-c2sc3ccccc3c2O)n1 | 48
CCOc1ccc(NC(=O)CSc2ccc(NC(=O)c3cccs3)nn2)cc1 | 55
CCOc1ccc(NC(=O)Nc2c(C)nc3ccc(Cl)cn3c2=O)cc1 | 70
CC(C)NC(=O)CCCCn1c(=O)c2ccccc2n(CC(=O)NCc2ccc3c(c2)OCO3)c1=O | 65
COc1ccc(Cl)cc1C(=O)Nc1cc(C)nn1-c1nc(-c2cccs2)cs1 | 80
CS(=O)(=O)c1ccc(CC(=O)N2CC(=O)Nc3ccccc32)cc1 | 55
Oc1nc(Nc2ccc3c(c2)OCO3)sc1C=C1C=Nc2ccccc21 | 138
COc1cc(C(=O)NNS(=O)(=O)c2ccc(Cl)cc2)c(-n2c(C)ccc2C)cc1OC | 62
CCCc1cc(=O)[nH]c2nnc(SCC(=O)NCc3ccc4c(c3)OCO4)n12 | 55
CCOC(=O)c1cn[nH]c1S(=O)(=O)Nc1ccc(F)cc1F | 60
NS(=O)(=O)c1ccc(NC(=O)CCCn2nc(-c3ccco3)ccc2=O)cc1 | 69
CCOc1ccc2nc(N(CCN(CC)CC)C(=O)c3ccc(S(=O)(=O)N(C)Cc4ccccc4)cc3)sc2c1 | 82
CC(C)(C)NC(=O)NCC(c1ccsc1)N1CCCCCC1 (centres undefined) | 67
N#CC1(C#N)C2C=CC(C2)C1(C#N)C#N | 59
Cc1ccn2c(=O)c(NC(=O)c3ccc(Cl)c([N+](=O)[O-])c3)c(C)nc2c1 | 74
CC(C)=NOC(=O)Nc1ccc(C(F)(F)F)cc1 | 60
O=C(COc1ccc(F)cc1)NCCCn1nc(-c2ccco2)ccc1=O | 68
COc1ccc(C(=O)N=Nc2c(O)n(CN3CCN(C)CC3)c3ccc(Br)cc23)cc1 | 62
O=S(=O)(Nc1ccc(-c2ccc(N3CCCC3)nn2)cc1)c1ccc2c(c1)CCCC2 | 55
O=c1cc(C(F)(F)F)[nH]c(=S)[nH]1 | 68
COc1ccc(-c2ccc(=O)n(CCCNC(=O)Cc3ccc(F)cc3)n2)cc1 | 68
CCOc1c(C)cc(S(=O)(=O)Nc2ccc3c(c2)CCC(=O)N3CCC(C)C)cc1C | 70
Cc1ccc(C(O)=C2C(=O)C(=O)N(CCCN3CCOCC3)C2c2ccccc2F)cc1 (centres undefined) | 58
COc1ccc(-c2nc(NC(=O)c3ccc(S(=O)(=O)N4CCCc5ccccc54)cc3)sc2C)cc1 | 60
CCc1nc(C(N)=O)c2[nH]c(=O)n(-c3ccccc3F)c2n1 | 50
N#CCCN1CCCc2cc(N=Nc3ccc(C#N)cc3)ccc21 | 46
Cc1nn(CCC#N)c(C)c1Cc1c(Cl)cccc1Cl | 57
O=C(CSc1ccc(Cl)cc1)Nc1ccccc1C(F)(F)F | 69
COc1ccc(-c2nnc3ccc(OCCNC(=O)C4CCCCC4)nn23)cc1OC | 71
COCCN(CCOC)C(=O)CCn1c(=O)oc2ccccc21 | 59
COC(=O)c1ccc(S(=O)(=O)NNc2c(Cl)cncc2Cl)n1C | 54
CCOC(=O)C1CCCN(S(=O)(=O)c2cccs2)C1 (centres undefined) | 52
CC(C)C(=O)NCCc1ccc(N2CCCC2)cc1 | 72
CC(=O)Nc1ccc(S(=O)(=O)Nc2ccc3c(c2)C(=O)Nc2cc(C)ccc2O3)c(C)c1 | 56
CN1CCc2cc(C(CNS(=O)(=O)c3ccc4c(c3)CCCC4)N(C)C)ccc21 (centres undefined) | 68
Cc1ccccc1OCCCn1c(C2CC(=O)N(C(C)(C)C)C2)nc2ccccc21 (centres undefined) | 69
CC(C)c1ccc(NC(=O)C(=O)NCC(c2ccc3c(c2)CCN3C)N(C)C)cc1 (centres undefined) | 64
CCc1ccc(S(=O)(=O)NCCc2cn3ccccc3n2)s1 | 56
CSc1ccccc1C(=O)Nc1cc(C)nn1-c1nc(-c2cccs2)cs1 | 72
COC(=O)c1sc(-c2ccccc2)cc1NC(=O)c1cc2c(ccc3ccccc32)oc1=O | 31*
CCc1ccc(S(=O)(=O)Nc2ccc3c(c2)N(C(=O)c2cccs2)CCC3)s1 | 57
COc1ccc(C(=O)Nc2nc3ccc(SC)cc3s2)cc1 | 66
Cc1cc(C)c2sc(N(CCCN(C)C)C(=O)c3ccn(C)n3)nc2c1 | 81
CCOc1cccc2cc(C(=O)Nc3nnc(-c4cc(C)n(C)n4)o3)oc12 | 68

Exported with each value named: part of the list above.
COC(=O)c1ccc(S(=O)(=O)NNc2c(Cl)cncc2Cl)n1C
  RMI FANCM FP: 54

CCOC(=O)C1CCCN(S(=O)(=O)c2cccs2)C1 (centres undefined)
  RMI FANCM FP: 52

CC(C)C(=O)NCCc1ccc(N2CCCC2)cc1
  RMI FANCM FP: 72

CC(=O)Nc1ccc(S(=O)(=O)Nc2ccc3c(c2)C(=O)Nc2cc(C)ccc2O3)c(C)c1
  RMI FANCM FP: 56

Ordered by the number under RMI FANCM FP (highest first): 6 from the list above
SMILES | RMI FANCM FP
Cc1cc(C)c2sc(N(CCCN(C)C)C(=O)c3ccn(C)n3)nc2c1 | 81
Cc1ccccc1OCCCn1c(C2CC(=O)N(C(C)(C)C)C2)nc2ccccc21 (centres undefined) | 69
COc1ccc(C(=O)Nc2nc3ccc(SC)cc3s2)cc1 | 66
COCCN(CCOC)C(=O)CCn1c(=O)oc2ccccc21 | 59
CCc1ccc(S(=O)(=O)Nc2ccc3c(c2)N(C(=O)c2cccs2)CCC3)s1 | 57
CCc1ccc(S(=O)(=O)NCCc2cn3ccccc3n2)s1 | 56

(further entries)
SMILES | RMI FANCM FP
Cn1cc(Br)c(-c2cccc(NS(=O)(=O)c3ccc(Cl)cc3)c2)n1 | 56
Cc1nc(Oc2ccccc2)cc(N2CCN(C(=O)Nc3ccccc3Cl)CC2)n1 | 56
CSc1nc2c(-c3ccccc3)c[nH]c2c(=O)n1Cc1ccccc1 | 79
Cc1nnsc1C(=O)Oc1ccccc1N1CCCCC1 | 58
O=C(NCc1n[nH]c(=O)c2ccccc12)C1c2ccccc2Oc2ccccc21 | 77
COc1ccccc1-c1ccc(N2CCN(C(=O)c3ccccc3Cl)CC2)nn1 | 68
Cc1ccccc1-c1ccc(N2CCN(C(=O)COc3ccccc3)CC2)nn1 | 69
O=C(Cn1cccc(-c2nc(-c3ccccc3)no2)c1=O)Nc1ccccc1Br | 135
CC1(C)COc2cc(NC(=O)c3cccs3)ccc2NC1=O | 55
COc1cccc(NC(=O)N2CCCc3ccccc32)c1 | 55
CC(C)CNC(=O)c1ccc2c(=O)n(C(C)C)c3nn(Cc4cccc(Cl)c4)c(=O)n3c2c1 | 80
COc1ccc([N+](=O)[O-])cc1NC(=O)c1ccccc1SC | 56
COc1cc(OC)cc(C(=O)Nc2cccc(-c3cn4nc(OC)ccc4n3)c2)c1 | 75
Cc1cc(NC(=O)C(C)(C)CCl)n(-c2nc(C)c(C)c(=O)[nH]2)n1 | 67
O=C(CSc1nnc(COc2ccccc2)n1Cc1ccccc1)Nc1c(Cl)cccc1Cl | 60
COCCNC(=O)C(=O)Nc1ccc(F)cc1F | 63
O=C(NCC(c1ccc2c(c1)OCO2)N1CCOCC1)c1cccc([N+](=O)[O-])c1 (centres undefined) | 55
c1ccc(C(c2ccccc2)N2CCN(N=C3c4ccccc4-c4ccccc43)CC2)cc1 | 60
CC(=O)N1CCC2(CC1)Oc1ccc(Br)cc1C1CC(c3cc(C)ccc3O)=NN12 (centres undefined) | 61
Cc1ccccc1C(=O)N(CN1CCCC1=O)c1cccc(Cl)c1 | 62
Cc1ccc2cc(/C=C/C(=O)c3c(-c4ccccc4)c4cc([N+](=O)[O-])ccc4[nH]c3=O)c(Cl)nc2c1 | 52
Cc1cc(NC(=O)c2ccc(=O)n(C)n2)on1 | 61
O=C(NCCSc1c[nH]c2ccccc12)c1ccc(F)cc1 | 61
COc1ccc(/C=C2\N=C(c3ccccc3)OC2=O)cc1OC | 55
COc1ccc(N2CC(NC(=O)Nc3ccc(C(N)=O)cc3)CC2=O)cc1 (centres undefined) | 56
COC(=O)c1sccc1NC(=S)NCCN1CCNC1=O | 56
COC(=O)Cn1c(=NC(=O)C2COc3ccccc3O2)sc2cc(C)cc(C)c21 (centres undefined) | 86
COc1ccc(C(=O)n2nccc2-c2ccc(-c3cccs3)s2)cc1 | 56
COc1ccccc1OCC(=O)Nc1c(C(=O)Nc2ccc(Cl)cc2)oc2ccccc12 | 62
Nc1nc2c(s1)CCc1ccccc1-2 | 61
CCc1cc(Cl)c(OC)c(C(=O)NC[C@@H]2CCCN2CC)c1O | 45
Cc1cc(NC(=O)Cn2cnc3c(sc4ccccc43)c2=O)ccc1Br | 138
CCSC1=NCCN1C(=O)c1cc([N+](=O)[O-])ccc1Cl | 57
CCCN1C(=O)/C(=N\OC2OC(COC(C)=O)C(OC(C)=O)C(OC(C)=O)C2NC(C)=O)c2cc(C)ccc21 (centres undefined) | 65
CC(C)(C)c1ccc(C(=O)Nc2ccc3c(c2)N(C(=O)C2CC2)CC3)cc1 | 78
S=C(NCCc1ccccc1)N1CCn2cccc2C1c1ccccc1 (centres undefined) | 65
Cc1cc(C)c2c(c1C#N)CC(C)(C)C2=O | 59
COc1ccc(SCCC(=O)Nc2nc3ccc4nc(C)sc4c3s2)cc1 | 55
O=C(CCn1cnc2c(cnn2-c2ccc(F)cc2)c1=O)NCc1ccccc1Cl | 76
Cc1ccc(S(=O)(=O)NC(=O)N(C)C2CCCCC2)cc1 | 57
Cc1ccc(-n2ncc3c(=O)[nH]c(-n4nc(C)cc4NC(=O)c4ccccc4F)nc32)cc1 | 63
O=C(NC1CC(=O)N(c2cccc(F)c2)C1)c1ccc(C(F)(F)F)cc1 (centres undefined) | 54
O=C(COc1ccc(Cl)cc1)N1CCN(c2ccc3nncn3n2)CC1 | 63
COc1cc(Cn2c(N)c(C#N)c3nc4ccccc4nc32)cc(OC)c1OC | 76
Cc1nn2c(NCCCn3ccnc3)c3c(nc2c1-c1ccccc1)CCC3 | 65
Cc1ccccc1CN1CCN(c2nc3c(c(=O)[nH]c(=O)n3C)n2Cc2ccccc2Cl)CC1 | 53
NC(=O)c1ccc(NC(=O)CCCn2nc(-c3ccc(F)cc3)ccc2=O)cc1 | 72
CCOc1ccccc1NC(=O)Cn1c(=O)nc(-c2ccccc2F)c2cc(Cl)ccc21 | 65
CCCn1c(=O)c2ccc(C(=O)NC3CCCCC3)cc2n2c(=O)n(Cc3cccc(OC)c3)nc12 | 97
Cc1ccc(NC(=O)CC2Nc3cc(C)c(C)cc3NC2=O)c(Br)c1 (centres undefined) | 62
CCc1cc2c(NC(CCSC)C(=O)O)nc(C(C)C)nc2s1 (centres undefined) | 61
O=C(c1ccccc1)c1cccc(N=Cc2c(O)[nH]c(=O)[nH]c2=O)c1 | 80
CCc1ccc(S(=O)(=O)NCCN2CCN(c3ccc(OC)cc3)CC2)s1 | 63
CCOc1ccc(C)cc1S(=O)(=O)Nc1ccc2c(c1)CCC(=O)N2 | 68
Cc1cc(NC(=O)C(=O)NCC(c2ccc3c(c2)CCN3C)N(C)C)no1 (centres undefined) | 67
COc1ccc(C(Nc2cc(C)on2)c2c(C)[nH]c3ccccc23)cc1OC (centres undefined) | 58
O=C1NCCOc2ccc(NS(=O)(=O)Cc3cccc(Cl)c3)cc21 | 66
COc1cc(S(=O)(=O)NCc2ccccc2)ccc1I | 67
COc1ccccc1NC(=O)c1c(C)nc(SCc2ccccc2)c(C#N)c1-c1ccc(C)o1 | 57
NS(=O)(=O)c1ccc(NC(=O)CSc2nnc(-c3ccco3)n2-c2ccccc2)cc1 | 53

Next structures
SMILES | RMI FANCM FP
O=C(c1ccco1)N1CCN(Cc2nc(C3CC3)cs2)CC1 | 60
COc1ccc2c(CC(=O)NCc3ccncc3)cc(=O)oc2c1 | 66
COc1ccc(OC)c2sc(N(CCCN(C)C)C(=O)CCS(=O)(=O)c3ccccc3)nc12 | 108
COc1ccc(OS(=O)(=O)c2sc3ccc(Cl)cc3c2C)cc1 | 52
